# hcDAF-12 act – activates DAF-12 receptor from parasite H. contortus | HEK293 hcDAF-12 lit1-tk-luc reporter, luminescence; 0% DMSO, 100% Δ7-dafachronic acid | activation, % at 6.8 µM | 1.4% of 370,000 active;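 active = activation above the mean of all tested compounds plus 3 SD, cut at about 5.5% in these data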;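 note: 100% = response to 3 µM Δ7-dafachronic acid high control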
# Rev-erbA mod – modulates human Rev-erb alpha binding to DNA; P20393; Rev-erbα–FITC-DNA binding, fluorescence polarization, 90 min; activity, % at 10 µM; 0.79% of 370,000 active;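 active = activity above about 14%, limit read from the data; passing the limit was not always enough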;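 note: 0% = DMSO wells with 35 nM protein and 100% = DMSO wells with 750 nM protein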
# DAX1 inh-1 – inhibitors of DAX1 repression of SF-1 activated StAR promoter | 1.1% of 370,000 active | inhibition, % at 6.8 µM | AID 652010 | HEK293T StAR-luciferase reporter, SF-1/DAX-1 repression relief;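 active = inhibition above the mean over all tested compounds plus 3 SD, cut at about 3.6% in these data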;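 note: 0% = DAX-1 cells with DMSO and 100% = cells lacking DAX-1 with DMSO; higher inhibition means more luminescence from relief of DAX-1 repression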
# DAX1 inh-2 – inhibitors of human orphan nuclear receptor DAX1 (NR0B1) | P51843 | HEK293 Gal4-DAX1 luciferase reporter, luminescence | inhibition, % at 6.75 µM | 0.99% of 340,000 active | AID 504766;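 active = inhibition above the mean over all tested compounds plus 3 SD, cut at about 4.2% in these data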;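 note: 0% = DAX1-transfected cells with DMSO and 100% = empty-vector control cells with DMSO; inhibition shows as a rise in luminescence from relieved DAX1 repression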
# ssDAF12 agonist – activators of S. stercoralis DAF-12 nuclear receptor | activation, % at 6.8 µM | AID 652126 | 1% of 370,000 active | HEK293 ssDAF-12/GRIP1 lit1-tk-luc reporter, luminescence; % of 3 µM dafachronic acid response;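 active = activation above the mean over all tested compounds plus 3 SD, cut at about 0.9% in these data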;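 note: 0% = DMSO-only wells and 100% = 3 µM delta7-dafachronic acid wells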
# GAA850 FXN act – increases GAA850 frataxin promoter reporter activity | AID 540364 | 0.56% of 360,000 active | activation, % at 6 µM | HEK293 lucGAA850 FXN promoter luciferase reporter, 24 h; percent of 10 µM SAHA response;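 active = activation above the average of all compounds screened plus 3 SD, cutoff fixed separately per campaign, cut at about 7.5% in these data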;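 note: 0% = DMSO wells and 100% = 10 µM SAHA wells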
# PG9 Ab binder – binds the HIV-1 gp120 antibody PG9. 0.43% of 360,000 active. inhibition, % at 6.7 µM. TR-FRET gp120-PG9 antibody binding; in the data active = inhibition above about 8.5%
# sPLA2-III inh – Inhibits HGIII-sPLA2 liposome hydrolysis, primary screen | Q9NZ20 | QFRET BODIPY PC-A2 liposome hydrolysis, fluorescence | inhibition, % at 12.2 µM | 0.56% of 370,000 active;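 active = inhibition above mean plus 3 SD of compounds lying within the high and low control bounds, cut at about 19% in these data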;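 note: 0% = median of test compound wells and 100% = no enzyme DMSO wells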
# SMARCA2 activ – increases SMARCA2 function in MMTV reporter cells. MG213 cells, MMTV-luciferase reporter, dexamethasone, overnight. activation, % at 9.1 µM. 1% of 370,000 active. AID 652017; in the data active = activation above about 7.8%;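 note: 0% = vehicle wells and 100% = reference activator wells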
# PLCb3 inh – inhibitors of human phospholipase C beta3; 0.18% of 370,000 active; Q01970; inhibition, % at 12.2 µM; AID 720704; Purified PLC-beta3, fluorogenic substrate, fluorescence; in the data active = inhibition above about 11%;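 note: 0% = median of compound wells on plate and 100% = full blocker control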
# Target sequence (Q01970 whole entry, looked up): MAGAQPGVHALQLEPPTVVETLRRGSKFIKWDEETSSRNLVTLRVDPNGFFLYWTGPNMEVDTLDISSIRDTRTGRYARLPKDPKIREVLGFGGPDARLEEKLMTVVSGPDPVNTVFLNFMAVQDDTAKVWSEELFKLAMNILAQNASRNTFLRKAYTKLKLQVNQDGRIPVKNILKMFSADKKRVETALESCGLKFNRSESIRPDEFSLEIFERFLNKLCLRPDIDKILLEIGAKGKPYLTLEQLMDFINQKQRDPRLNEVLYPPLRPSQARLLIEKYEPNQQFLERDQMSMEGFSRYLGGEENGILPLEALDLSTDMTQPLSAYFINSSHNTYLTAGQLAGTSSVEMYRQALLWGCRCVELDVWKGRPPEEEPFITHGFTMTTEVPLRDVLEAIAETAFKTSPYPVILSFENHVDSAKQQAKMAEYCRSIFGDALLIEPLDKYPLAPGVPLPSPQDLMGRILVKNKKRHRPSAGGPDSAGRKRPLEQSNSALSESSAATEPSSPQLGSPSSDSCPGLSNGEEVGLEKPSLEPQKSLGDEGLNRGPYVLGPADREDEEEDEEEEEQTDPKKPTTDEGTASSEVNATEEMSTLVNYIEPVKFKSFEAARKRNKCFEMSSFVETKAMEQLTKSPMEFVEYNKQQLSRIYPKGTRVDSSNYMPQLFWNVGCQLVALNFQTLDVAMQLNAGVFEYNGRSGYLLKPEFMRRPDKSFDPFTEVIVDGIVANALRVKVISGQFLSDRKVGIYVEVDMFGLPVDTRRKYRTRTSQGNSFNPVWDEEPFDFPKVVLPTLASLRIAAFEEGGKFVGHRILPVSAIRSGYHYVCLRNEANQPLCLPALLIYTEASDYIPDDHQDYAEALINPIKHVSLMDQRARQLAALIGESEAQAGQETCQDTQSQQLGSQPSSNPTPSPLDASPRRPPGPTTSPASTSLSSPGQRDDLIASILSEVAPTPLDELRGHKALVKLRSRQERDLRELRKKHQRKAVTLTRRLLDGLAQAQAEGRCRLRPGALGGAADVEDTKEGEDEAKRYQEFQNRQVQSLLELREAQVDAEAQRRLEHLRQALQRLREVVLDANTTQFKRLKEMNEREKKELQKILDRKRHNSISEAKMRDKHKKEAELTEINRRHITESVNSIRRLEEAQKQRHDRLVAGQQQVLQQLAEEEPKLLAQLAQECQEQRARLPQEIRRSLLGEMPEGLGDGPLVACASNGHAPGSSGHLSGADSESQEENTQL
# hgDAF12 agonist – activates the H. glycines DAF-12 receptor ligand-binding domain; HEK293 GAL4-hgDAF12 UAS-luciferase reporter, agonist luminescence; normalized to butyrate control; activation, % at 6.8 µM; 1.8% of 370,000 active;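 active = activation above a cutoff set at the mean of all screened compounds plus 3 SD, cut at about 10% in these data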;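 note: 0% = DMSO wells and 100% = sodium butyrate wells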
# An asterisk follows results filed as active; . = no result given; & = joins results of further samples.
# Order of results: hcDAF-12 act	Rev-erbA mod	DAX1 inh-1	DAX1 inh-2	ssDAF12 agonist	GAA850 FXN act	PG9 Ab binder	sPLA2-III inh	SMARCA2 activ	PLCb3 inh	hgDAF12 agonist
> NC(=NC(=O)c1ccccc1)N1N=CCC1c1ccccc1 (stereo not given)
 : -1.8	4	0.3	-0.6	0.8	0.9	-0.5	-2	3	3	3.5
> NC(=O)c1cc2ccccc2o/c1=N\NC(=O)c1ccc(F)cc1
 : -2.9	1	-0.9	-0.9	-1.3	1.7	-6.4	4	0	-4	0.7
> Cc1noc(C)c1C(=O)Nc1ccc2ccccc2c1
 : -1.9	2	-1.1	-0.3	-1.3	3.7	1.1	-1	-4	-3	-1.6
> CCOc1ccc(S(=O)(=O)N2CCCC(C(=O)Nc3cc(C)cc(C)c3)C2)cc1 (stereo not given)
 : -2.0	-1	-0.4	0.4	-1.2	0.3	-1.7	-2	-3	-8	-0.7
> COc1ccc(NC(=O)CN(C)C(=O)C23CC4CC(CC(C4)C2)C3)cc1
 : -1.6	-7	-2.2	0.9	-1.1	1.8	-0.5	3	0	-4	-0.7
> COc1cccc(C(=O)N(Cc2cc3cc(C)ccc3[nH]c2=O)CC2CCCO2)c1 (stereo not given)
 : 0.6	-4	-0.4	-1.2	-0.9	-1.7	0.1	-3	0	-5	0.3
> Cn1cnnc1SCCOc1ccc(Cl)cc1
 : 0.8	-4	0.9	2.1	-1.3	3.1	-0.2	-2	1	-3	0.8
> NNC(=O)c1ccc(-c2cccc([N+](=O)[O-])c2)o1
 : -0.3	-3	0.0	-0.4	-1.3	2.2	-1.4	-3	1	-4	1.0
> COCC(C)n1c(-c2ccc3c(c2)NC(=O)CO3)csc1=Nc1ccc(OC(F)F)cc1 (stereo not given)
 : -3.9&-4.1	3&5	-5.5&-2.7	-4.4&-2.1	-2.1&-2.2	-5.6&-1.8	-0.5&-3.1	2&12	-6&-6	4&9	-5.5&-1.7
> CCOc1cc(C(=O)N/N=C\c2cn(CC)nc2C)cc(OCC)c1OCC
 : -1.9	4	-0.5	3.7	-1.1	-3.4	0.5	-8	1	-3	-0.8
> CCC(C)c1ccccc1N1CC(C(=O)N(C)CC(=O)Nc2cccc(F)c2)CC1=O (stereo not given)
 : -0.8	8	1.2	-0.8	-0.8	-4.6	-0.6	-7	-3	-1	-1.3
> CCOC(=O)N1CCN(C(=O)C[C@@H]2C[C@@]3(C(=O)OCC)CCCC=C3N(Cc3ccco3)C2=O)CC1
 : -0.9	2	-0.3	.	-0.3	.	-0.1	11	1	3	-2.2
> COC(=O)C1=C(C)N(Cc2ccc(C(F)(F)F)cc2)C(=NCc2ccc(C(F)(F)F)cc2)NC1c1cccc(C(F)(F)F)c1 (stereo not given)
 : -0.7	1	0.1	.	-0.9	.	-1.9	-6	2	8	1.6
> O=C(CN1C(=O)c2ccccc2S1(=O)=O)c1ccc(O)c(O)c1
 : -1.5	-3	-0.1	-1.2	-1.7	-0.7	-1.9	-20	0	0	-0.9
> COc1ccc(-c2csc(NC(=O)c3cc(-c4cccs4)nc4ccccc34)n2)c(OC)c1
 : 0.7	0	0.0	-1.1	-0.8	0.7	0.3	-2	-2	-115	1.0
> CCc1noc(C)c1C(=O)N1CCN(S(=O)(=O)c2ccc(Cl)cc2)CC1
 : 0.5	4	-0.2	0.5	-1.5	2.0	0.8	-3	1	-7	0.6
> Cc1ccc(S(=O)(=O)N2CCN(C(=O)N3CCOCC3)C2c2ccc(N(C)C)cc2)cc1 (stereo not given)
 : -0.2	2	0.7	2.3	-1.5	-1.2	0.5	2	2	2	0.9
> Cc1c(C)[n+](=O)c2c(n1[O-])CCC2
 : -1.1	-1	0.3	1.9	-1.3	0.6	0.7	6	-1	3	-0.3
> COc1ccccc1NC(=S)N(CCc1nc2cc(C)c(C)cc2[nH]1)Cc1cccnc1
 : -1.1	0	-0.2	-0.4	-1.6	-5.0	-0.8	0	-1	1	-0.5
> Cc1cc(NC(=O)c2ccccc2F)n(-c2nc3ccccc3[nH]2)n1
 : -1.0	1	-0.2	0.9	-1.6	3.3	-0.4	12	-1	-2	3.0
> CC(=O)Nc1nc2c(F)cccc2s1
 : 0.2	-2	-0.1	-0.4	-1.0	0.2	0.7	-3	4	-1	0.6
> CC(=O)N1CCN(c2ccc(NC(=O)COc3ccc(Cl)cc3Cl)cc2)CC1
 : -4.1	1	-2.4	-1.7	-1.6	0.6	0.7	0	-7	-1	-4.2
> Cn1c(=O)c2[nH]c(=O)cnc2n(C)c1=S
 : 0.5	-2	0.0	0.2	-1.2	3.7	-4.3	7	1	-3	-1.2
> Cc1cc(C(=O)NNC(=O)COc2c(C)cc(Br)cc2C)n[nH]1
 : 2.5	9	1.3	0.1	-0.9	-1.5	-3.3	1	3	-3	1.3
> CC(=O)C1=C(C)NC(SCC(=O)c2ccc(Cl)c(Cl)c2)=C(C#N)C1c1ccco1 (stereo not given)
 : -3.3	6	0.1	-1.0	-1.8	-0.4	-0.6	-3	8.6*	-57	-0.4
> Cc1ccc(C(=O)N/C(=C\c2cccs2)C(=O)NCCCn2ccnc2)cc1C
 : -1.9	-1	0.6	-0.4	-1.5	2.1	-0.7	-5	-2	-2	-0.4
> Cc1c(CN2CCC(CO)(CCOc3ccccc3)CC2)c(=O)n(-c2ccccc2)n1C
 : -1.1	-1	-0.2	-0.6	-1.4	3.2	1.0	2	-2	-8	-0.3
> CC(C)c1ccc(NS(=O)(=O)c2cccc3cccnc23)cc1
 : -2.2	-3	-0.1	-0.9	-1.5	0.8	-0.3	-5	-1	1	1.3
> O=C(NNC(=O)c1cccnc1)Nc1ccccc1
 : 3.3	0	0.0	0.6	-1.3	0.4	-0.1	-1	0	4	2.0
> COC(=O)C1=C(C)NC2=C(C(=O)CCC2)C1c1cccs1 (stereo not given)
 : -1.1	3	-0.5	.	-0.9	.	-0.4	-2	0	-112	-3.1
> C/C(=N\Nc1nc(N)cc(Cl)n1)c1ccc(F)cc1
 : -0.3	-3	0.8	-0.5	-1.3	2.8	0.0	-4	0	0	4.7
> Cc1nc(-c2ccccc2)sc1-c1nnc(C2CC2)o1
 : -0.3	-6	0.2	1.0	-1.6	1.3	-1.1	11	1	-215	1.5
> COc1cccc(N2CCN(C(=O)CC(NC(=O)c3ccccc3)c3ccccc3)CC2)c1 (stereo not given)
 : -2.3	0	0.1	0.7	-0.4	0.1	-0.7	1	-3	-3	-1.5
> Cc1cc(C)c2cc(C#N)c(NCCCNC(=O)c3cccnc3)nc2c1
 : -3.0	0	0.7	0.6	-0.6	0.4	-0.1	9	-2	-87	-2.5
> Oc1ccc(C[C@H]2CNC(=S)N2CC2CCCN2C[C@H](Cc2ccc(O)cc2)N2C[C@H](Cc3ccccc3)N(CC3CCCCCC3)C2=S)cc1 (stereo not given in full)
 : -2.6	-1	0.2	-0.7	-1.2	2.2	0.8	-1	1	3	-0.6
> CC(C)(CC(=O)O)CC(=O)Nc1ccc(Oc2ccc(C(C)(C)C)cc2)nc1
 : 1.1	2	0.3	.	-1.3	-2.1	-0.3	7	-4	-6	0.7
> CC(C)(C)C(=O)NC(=S)Nc1ccccn1
 : -2.0	-3	0.2	0.0	-0.2	1.7	-0.8	2	3	2	1.3
> Cc1cccc(NC(=O)CSc2nc(C)c(CC(=O)c3ccc(Br)cc3)c(C)c2C#N)c1C
 : 0.6	82*	-0.3	1.9	-1.1	0.4	9.2*	2	1	-6	1.3
> Cc1ccc(CN2C(=O)CC(Nc3ccc(N4CCOCC4)cc3)C2=O)cc1 (stereo not given)
 : 0.5	2	0.4	-1.1	-0.5	0.1	-2.3	0	0	-24	-0.6
> O=C(N/N=C/c1ccco1)c1cc(Br)ccc1OCc1ccccc1
 : -1.0	4	-0.5	-1.8	-2.1	-0.6	-2.2	-3	-1	-3	0.1
> C[C@H]1CNC(=O)c2c(C(=O)N(C)Cc3ccccc3)ncn21
 : -0.3	5	0.5	.	-1.0	.	0.4	-2	-5	0	-1.4
> COC(=O)c1ccc(CN2CCC(n3nccc3NC(=O)C3CC3)CC2)cc1
 : 2.7	0	1.2	-0.2	-0.8	2.0	-1.3	0	2	-4	0.6
> O=C(CSc1nc2nn(-c3ccccc3)c(=O)c-2c2n1CCCCC2)NCCCc1ccccc1
 : 0.1	-1	-0.4	0.8	-1.3	0.3	-1.3	6	0	-4	0.0
> CCC(CC)C(=O)NCc1ccc(Cl)cc1
 : 0.8	2	-0.7	0.0	-1.7	-0.2	-1.4	-2	1	-3	-2.4
> CC(=O)c1ccc(N2CCN(C(=O)c3ccc4c(=O)n(-c5ccccc5)c(=O)[nH]c4c3)CC2)cc1
 : 1.4	3	-1.4	-0.4	-1.3	-1.8	0.5	-1	-3	-6	0.2
> Cc1cccc(NC(=S)N2CCCC(c3nc4ccccc4[nH]3)C2)c1 (stereo not given)
 : -1.1	-3	0.7	0.4	-1.3	1.5	0.0	2	-3	-2	1.4
> Cc1ccccc1C(=O)NC1CCN(CC(=O)Nc2ccccc2)CC1
 : 2.5	-6	0.0	-1.9	-1.5	0.8	1.3	2	0	-4	0.2
> Cc1ccc(-n2nc3c4c(cccc4c2=O)-c2ccccc2-3)cc1
 : 2.0	-6	-0.1	-0.4	-0.2	1.5	-1.7	0	1	-43	0.4
> CCCN=C1N/C(=C\c2ccco2)C(=O)N1c1ccccc1
 : 0.7	-5	0.0	2.2	0.0	0.5	-1.1	-6	1	-24	1.4
> CCOC(=O)C1C(O)=CC(=O)CC1c1ccccc1 (stereo not given)
 : -0.6	-5	-0.2	0.2	-0.1	0.8	-0.8	-5	1	-5	0.3
> Nc1[nH]c(C(=O)c2ccccc2)c(-c2ccc3ccccc3c2)c1C(=O)NCc1cccc2ccccc12
 : 0.8	9	0.2	.	-1.3	.	-0.7	6	-6	-22	-0.6
> COc1cccc(N2CCN(C3CC(=O)N(c4ccc(Cl)c(Cl)c4)C3=O)CC2)c1 (stereo not given)
 : -1.1	-5	-0.3	-1.4	-1.4	1.1	1.4	-32	-1	0	-2.0
> COc1ccc(CCC(=O)NCc2ccccc2Cl)cc1OC
 : 0.1	-5	0.1	0.4	-1.5	4.5	0.6	4	-2	-1	1.5
> O=Cc1ccc(OCC(=O)Nc2ccccc2-c2ccccc2)cc1
 : -1.9	4	-0.8	-2.0	-1.5	2.0	0.9	1	-2	2	-2.0
> CC(/C=N/n1c(-c2ccccc2)n[nH]c1=S)=C\c1ccco1
 : -0.8	0	-0.8	-1.1	-1.3	0.0	0.6	8	1	-11	1.3
> CC(C)C[C@@H]1Cc2[nH][nH]c(=O)c2[C@H](C)O1
 : 0.7	2	-1.0	.	-0.5	.	0.8	2	-3	-2	-1.1
> O=C(Nc1nc2ccc3ccccc3c2s1)c1ccc(N2CCCCC2)c([N+](=O)[O-])c1
 : 0.9	5	0.2	1.4	-1.9	1.0	-0.6	-1	-2	4	-0.8

# Screening data as filed in PubChem BioAssay.
